High-throughput results (PubChem BioAssay)
KOR beta-arrestin-1 – KOR antagonists, beta-arrestin recruitment, cell-based, luminescence, uHTS (AID 1778) | 290,000 tested, 0.091% active | inhibition, % at 10 µM, or IC50 in µM where a hit was titrated | KOR beta-arrestin recruitment, luminescence, antagonist mode; higher % means a stronger effect; also: strong numbers were not always called active
NOD2 inhibition – NOD2 signaling inhibitors, cell-based, luminescence, uHTS, HEK293 (AID 1566). HEK293 NOD2/NF-kB luciferase reporter, luminescence; higher % means a stronger effect. inhibition, % at 4 µM, or EC50 in µM where a hit was titrated. 290,000 tested, 0.63% active; also: many of its hits are not listed in these tables
KOR beta-arrestin-2 – kappa opioid receptor activators – cell-based, luminescence, uHTS, primary screen (AID 1777) | KOR beta-arrestin recruitment, luminescence; higher % means a stronger effect | activation, % at 10 µM; hits with a dose series show EC50 in µM | 280,000 tested, 0.02% active; in the data active = activation above about 50%, passing the limit was not always enough; also: a part of the inactive calls stands beside numbers as strong as those of hits
LYP inhibition – inhibitors of LYP phosphatase, biochemical, fluorescence intensity, uHTS (AID 1779); 290,000 tested, 0.054% active; recombinant LYP phosphatase, fluorescence intensity; higher % means a stronger effect; inhibition, % at 11.5 µM; hits with a dose series show IC50 in µM;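 also: plate controls were vehicle with enzyme for no effect and no enzyme for full effect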
human PMI inhibition – MPI enzyme activity inhibition – biochemical, fluorescence intensity, coupled assay, primary screen (AID 1209); one-dose inhibition, % at 20 µM; IC50 in µM for titrated hits; purified PMI enzyme, coupled fluorescence intensity; higher % means a stronger effect; 190,000 tested, 0.42% active;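 also: plate controls were DMSO vehicle for no effect and wells lacking substrate for full effect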
TNAP activators – human TNAP enzyme activators, primary screen, biochemical, luminescent, no phosphate acceptor, uHTS (AID 1001) | purified TNAP, luminescent activation assay, no phosphate acceptor; higher activation fold means a stronger effect | activation fold at 20 µM, or EC50 in µM where a hit was titrated | 200,000 tested, 0.03% active; in the data active = activation fold from about 3, or a potency from the dose series; inactive = the rest, 99 in 100 with activation fold below about 1.6; also: many of its hits are not listed in these tables
NOD1 NF-kB reporter – NOD1 signaling inhibitors, primary screen, cell-based, luminescence, uHTS (AID 1578); one-dose inhibition, % at 4 µM; EC50 in µM for titrated hits; 290,000 tested, 1% active; NOD1-driven NF-kB luciferase reporter cells, luminescence; higher % means a stronger effect; in the data active = inhibition mostly above about 36%, no sharp cut-off; inactive = mostly below about 34%;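 also: HEK-293T reporter cells stimulated with the NOD1 agonist gamma-tri-DAP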
XIAP antagonists – XIAP antagonists, biochemical, IAP family, fluorescence polarization (AID 1018) | 200,000 tested, 0.007% active | XIAP BIR domain, fluorescence polarization peptide displacement; higher % means a stronger effect | displacement, % at 20 µM, or IC50 in µM where a hit was titrated; in the data active = displacement above about 50%; also: a part of the inactive calls stands beside numbers as strong as those of hits
human PMI inhibitors – human PMI inhibitors, high substrate, primary screen, biochemical, fluorescence intensity, high mannose 6-phosphate (AID 1220). one-dose inhibition, % at 20 µM; IC50 in µM for titrated hits. recombinant PMI enzyme, coupled fluorescence intensity; higher % means a stronger effect. 190,000 tested, 0.66% active
An asterisk follows results filed as active; · = no result given; [ ] = remark or other dose. Rule as the data show it, unless noted: active = inhibition above about 50%; inactive = the rest.

The opening three entries, to show the layout:
SMILES	KOR beta-arrestin-1	NOD2 inhibition	KOR beta-arrestin-2	LYP inhibition	human PMI inhibition	TNAP activators	NOD1 NF-kB reporter	XIAP antagonists	human PMI inhibitors
CCOc1cc(C2NC(=O)NC(C)=C2C(=O)OCc2ccccc2)ccc1O (configuration not stated)	31%	8%	11%	-7%	5%	1.1	28%	-8.9%	3%
CCCN(CC(=O)Nc1ccccc1OC)C(C)C(=O)NC(C)CCc1ccccc1 (configuration not stated)	-20%	-2%	0.4%	-4%	·	·	-1%	·	·
CCn1c2ccccc2c2cc(/C=N/n3cnnc3)ccc21	16%	19%	-11%	-2%	6%	1.1	3%	-7.9%	17%

Results, from the first entry:
SMILES	KOR beta-arrestin-1	NOD2 inhibition	KOR beta-arrestin-2	LYP inhibition	human PMI inhibition	TNAP activators	NOD1 NF-kB reporter	XIAP antagonists	human PMI inhibitors
CCOc1cc(C2NC(=O)NC(C)=C2C(=O)OCc2ccccc2)ccc1O (configuration not stated)	31%	8%	11%	-7%	5%	1.1	28%	-8.9%	3%
CCCN(CC(=O)Nc1ccccc1OC)C(C)C(=O)NC(C)CCc1ccccc1 (configuration not stated)	-20%	-2%	0.4%	-4%	·	·	-1%	·	·
CCn1c2ccccc2c2cc(/C=N/n3cnnc3)ccc21	16%	19%	-11%	-2%	6%	1.1	3%	-7.9%	17%
CC1(C)Cc2c(sc3nc[nH]c(=O)c23)CO1	-35%	-10%	-2.7%	-8%	6%	1	-55%	-2.2%	-1%
C/C(=N/NC(=O)Cc1cc(=O)[nH][nH]1)c1ccc([N+](=O)[O-])cc1	0%	-10%	-1.4%	-4%	5%	1.1	18%	-5.5%	1%
COCc1cc(CN2CCCC(C(=O)Nc3cccc(-n4cnnn4)c3)C2)ccc1OC (configuration not stated)	9%	30%	0.1%	-14%	·	·	-10%	·	·
CC1(C)CC(=O)C(N=Nc2ccc(OC(F)F)cc2)=C(O)C1	16%	-5%	-6.9%	1%	4%	1	-32%	-6.1%	2%
O=C(CCn1[nH]c(=O)c2ccccc2c1=O)NCCO	-38%	4%	7.7%	3%	10%	1.1	-22%	-4.2%	-2%
CC1=C(C(=O)OCC(C)C)C(c2ccc(Br)s2)NC(=O)N1 (configuration not stated)	4%	-6%	1.6%	4%	2%	1.1	-19%	-6.1%	8%
COc1ccccc1C1CC(=O)NC(C)=C1C(=O)OCC(C)C (configuration not stated)	9%	16%	-1.0%	-4%	8%	1.1	13%	-5.1%	6%
CCOc1ccc(NC(=S)N2CCC(N(C)CCN3CCOCC3)CC2)cc1	9%	-11%	8.1%	-3%	9%	1	-24%	-21%	2%
COc1ccc(-c2cn[nH]c2-c2ccc(OCc3ccc([N+](=O)[O-])cc3)cc2O)cc1OC	-8%	42%	1.1%	3%	·	·	34%	·	·
N=C1CCCN1c1ccccc1O	22%	11%	5.8%	-5%	·	·	-8%	·	·
Cc1nnc(SCC(=O)NCc2ccccc2)s1	35%	-10%	2.2%	-3%	6%	1.1	-16%	-0.9%	5%
CCOC(=O)c1cnc2c(c(C)nn2C)c1Oc1ccc(OC)cc1	-10%	16%	3.2%	0%	·	·	-12%	·	·
NC(=O)c1ccc(Nc2nnc(-c3ccc(O)cc3)c3ccccc23)cc1	11%	6%	-0.3%	-2%	-6%	0.9	-12%	-4.4%	-4%
CN(C)S(=O)(=O)c1ccc(NCC2COc3ccccc3O2)c([N+](=O)[O-])c1 (configuration not stated)	13%	4%	-7.5%	1%	26%	1	-18%	-21%	12%
CCCc1nnc(NC(=O)CN2C(=O)c3ccccc3S2(=O)=O)s1	10%	-5%	0.0%	1%	20%	1.2	-31%	-8.3%	3%
COC(=O)c1ccccc1C(=O)N1CCCC(CNC(=O)c2ccc(F)cc2)C1 (configuration not stated)	1%	12%	1.8%	-6%	·	·	-12%	·	·
Cc1cccc([C@@H]2[C@@H]3C(=O)N(Cc4ccccc4)C(=O)[C@@H]3[C@]3(Cc4ccc(Cl)cc4)C(=O)N(c4ccccc4)C(=O)N23)c1	4%[20 µM]	0%	-4.5%	-3%	·	·	-15%	·	·
CCOC(=O)N1CCN(c2cc(NCCO)c([N+](=O)[O-])c3nonc23)CC1	-9%	6%	0.2%	6%	56%*	1	-18%	-2.9%	·
CCc1nc(SCC(=O)NCc2ccc(F)cc2)c2c(=O)n(C)c(=O)n(C)c2n1	-53%	15%	-3.1%	-6%	15%	1.1	1%	-10%	16%
O=C(Cn1c(C(F)(F)F)nc2ccccc21)N=Nc1c(O)[nH]c2ccc(Br)cc12	-322%[20 µM]	-14%	2.2%	-6%	-12%	1.2	-21%	-5.0%	1%
Cc1nc(NC(=O)CSc2nnnn2Cc2ccccc2)sc1C	4%	-3%	-3.0%	-2%	-3%	1.1	-3%	-3.2%	6%
CC(=O)c1c(C)[nH]c(C(=O)CSc2nnc(-c3ccc(Cl)cc3)n2CC2CCCO2)c1C (configuration not stated)	23%	21%	-2.0%	-1%	1%	1.2	-1%	-2.7%	-2%
Cn1nnc2sc3c(c2c1=O)CCCC3	21%	5%	-0.7%	-2%	1%	1.1	13%	-0.5%	-8%
O=c1[nH]nc(Cc2ncc(C(F)(F)F)cc2Cl)c2ccccc12	11%	9%	-2.1%	-7%	·	·	-9%	·	·
Cc1cc(/C=N/n2cnnc2)c(C)n1-c1ccc(C(=O)O)cc1	13%	0%	3.4%	-3%	-4%	1.1	0%	-2.7%	0%
O=C(N/N=C/c1cn(-c2ccccc2)nc1-c1cc2ccccc2o1)c1cccnc1	-66%	-139%	26%	-5%	10%	1.1	-30%	-7.4%	7%
Cc1cc(C)n(CCCNC(=O)c2ccc(S(=O)(=O)NCc3ccco3)cc2)n1	23%	-10%	-3.2%	-4%	11%	1.1	-7%	-1.2%	-1%

Just human PMI inhibition, human PMI inhibitors and NOD1 NF-kB reporter (2 entries from above):
Structure,human PMI inhibition,human PMI inhibitors,NOD1 NF-kB reporter
CCOc1ccc(NC(=S)N2CCC(N(C)CCN3CCOCC3)CC2)cc1,9%,2%,-24%
CC1(C)Cc2c(sc3nc[nH]c(=O)c23)CO1,6%,-1%,-55%

More entries follow:
SMILES	KOR beta-arrestin-1	NOD2 inhibition	KOR beta-arrestin-2	LYP inhibition	human PMI inhibition	TNAP activators	NOD1 NF-kB reporter	XIAP antagonists	human PMI inhibitors
CC1=NNC(=O)C1CC(=O)N/N=C/c1sccc1C (configuration not stated)	-1%	-8%	1.4%	6%	·	·	-10%	·	·
Cc1ccc(C(=O)NCC(=O)OCc2nnc(-c3ccccc3)o2)cc1	-16%	-8%	-1.8%	-6%	·	·	-60%	·	·
Cc1ccc(C(C)C)c(OCC(=O)NNC(=O)C(C(C)C)N2C(=O)c3ccccc3C2=O)c1 (configuration not stated)	-6%	2%	9.4%	5%	22%	1.8	-26%	-4.3%	12%
CC(C)(C)c1ccc(OCC(=O)NNC(=O)C2CCCO2)cc1 (configuration not stated)	-52%[20 µM]	14%	·	-5%	·	2.6	-31%	0.4%	·
COC(=O)c1sccc1-c1ccc(/C=N/OC(=O)c2ccccc2)o1	-16%	6%	-4.5%	-8%	-5%	1.1	15%	-7.2%	9%
CCOc1ccc(-n2c(O)cc(=O)[nH]c2=O)cc1	40%	-12%	1.3%	-5%	·	·	-1%	·	·
COc1ccc(/C=C/C(=O)NCCCc2ccccc2)cc1	-4%	15%	-4.7%	-1%	3%	1.1	-11%	-6.1%	10%
CCOC(=O)Cc1cc(-c2ccc(O)cc2)nc2ccc3ccccc3c12	-15%	4%	-0.4%	-4%	7%	1.1	-23%	-4.5%	11%
Cc1ccc2cccc(SCC(=O)NCc3ccco3)c2n1	-1%	14%	-0.7%	-8%	3%	1	2%	0.8%	5%
COc1cc(NC(=O)C2CCCN2S(=O)(=O)c2ccc3c(c2)CCC(=O)N3)cc(OC)c1 (configuration not stated)	32%	6%	-3.2%	-9%	2%	1.1	10%	-1.3%	24%
O=c1oc(-c2ccc([N+](=O)[O-])cc2)nc2ccccc12	-47%	4%	-0.5%	-1%	-19%	1.1	-26%	-8.6%	-8%
CN(C)c1nc(Oc2ccc(=O)n(C)n2)nc(N2CCOCC2)n1	20%	6%	-0.9%	0%	11%	1.1	-29%	-5.8%	14%
CCc1ccc(-n2c(=S)sc3c(=O)n(-c4ccccc4)c(SCC(=O)O)nc32)cc1	19%	15%	-6.6%	-6%	·	·	-8%	·	·
CCOC(=O)c1nnn(CC(=O)N2N=C(c3ccc(Cl)cc3)CC2c2ccccc2)c1C(=O)OCC (configuration not stated)	-24%	7%	-6.8%	-2%	-4%	1	-33%	-1.5%	2%
O=C(CSc1nc2ccccc2nc1N1CCOCC1)Nc1ccccc1F	-40%[20 µM]	19%	0.6%	-1%	·	·	20%	·	·
COCCCN1C(=O)/C(=C\c2cccs2)C(C(=O)OC)=C1C	16%	8%	-7.0%	-3%	-3%	1	-16%	-2.5%	1%
CCOC(=O)c1c(NC(=O)c2ccc(Cl)cc2)csc1C	2%	15%	-4.2%	-6%	5%	1.1	-25%	-6.9%	-4%
COc1ccccc1N1CC=C(c2cccc([N+](=O)[O-])c2)NC1=O	18%	-11%	·	0%	·	·	-2%	·	·
CC(=O)NCCC(=O)Nc1cc(S(=O)(=O)Nc2ccc(Cl)cc2)ccc1N1CCCC1	-4%	-3%	-1.1%	5%	·	·	-17%	·	·
CCOC(=O)C1CCN(c2ncnc3c2oc2ccccc23)CC1	-2%	20%	0.1%	-7%	18%	1.1	2%	-12%	16%
CCOC(=O)c1ccc(NC(=O)CSc2nnc(COc3ccccc3OC)n2C)cc1	1%	13%	-0.1%	3%	14%	1	-35%	-3.8%	12%
Cc1ccc(-c2csc3ncn(CC(=O)OC(C)C)c(=O)c23)cc1	-49%[20 µM]	16%	8.3%	-6%	·	·	9%	·	·
CCOc1ccc(C2C(C(=O)c3ccco3)=C(O)C(=O)N2CCN2CCOCC2)cc1OCC (configuration not stated)	-35%	17%	-4.9%	-11%	·	·	-9%	·	·
Cc1ccccc1-c1cc(C(=O)N/N=C/c2cccnc2)c2ccccc2n1	7%	16%	-2.0%	-11%	·	·	-20%	·	·
Cc1ccc(C2C3=C(CCCC3=O)Nc3c2c(C)nn3-c2ccccn2)o1 (configuration not stated)	-14%	10%	-0.9%	10%	13%	1	-33%	-4.3%	34%
O=C(CNC(=O)OCc1ccccc1)NC1CCCCNC1=O (configuration not stated)	-31%	0%	-2.9%	-4%	·	·	1%	·	·
Brc1cnc(N2CCCC2)nc1N1CCCCC1	-25%	-1%	0.0%	-6%	2%	1.1	12%	-3.9%	17%
Cc1cc(C)n2nc(C(=O)OCC(=O)c3c[nH]c4ccccc34)nc2n1	2%	11%	0.8%	-1%	-8%	1.1	-18%	-3.7%	-4%
CCOc1ccc2nc(SC3CC(=O)N(c4ccc(OC)cc4OC)C3=O)sc2c1 (configuration not stated)	-39%[20 µM]	-8%	·	-3%	17%	1	-42%	-8.0%	14%
CC(CN1CCN(C/C=C/c2ccccc2)CC1)c1ccccc1 (configuration not stated)	-18%[20 µM]	-14%	·	-9%	·	·	-13%	·	·
COc1ccc(CN(CC(=O)NC2CCCC2)C(=O)c2csnn2)cc1	18%	20%	-5.2%	-8%	·	·	-22%	·	·
COc1ccc(S(=O)(=O)NC2(C(F)(F)F)NC(=O)N(CCc3ccccc3)C2=O)cc1 (configuration not stated)	20%	4%	-3.5%	-7%	·	·	34%	·	·
CCCc1cc(C(=O)Nc2ccc(C(=O)c3ccc(C)cc3)cc2)n(C)n1	-16%	24%	7.8%	-2%	·	·	18%	·	·

A portion of the library. The share of hits here may be higher or lower than overall.
